Source: PubChem BioAssay
BLM inh: blocks DNA unwinding by human BLM helicase | P54132 | recombinant BLM DNA unwinding, fluorescence dequenching | actives 0.2% (n = 350,000) | Potency, µM (titrated, usually from 56.1 µM), for inactives: top-dose activity change, negative = inhibition, usual class: inhibitors;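 further: plate controls were vehicle for no effect and no enzyme for full effect; nearly all actives have a fitted effect of over 35% in size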
BAZ2B inh: blocks human BAZ2B. AlphaScreen BAZ2B-H3K14Ac peptide displacement. Potency, µM (titrated, usually from 114 µM), for inactives: top-dose activity change, negative = inhibition, usual class: inhibitors. actives 4.4% (n = 360,000); further: on the % scale 0 is the no-effect control and ±100 the full control effect; nearly all actives have a fitted effect of over 60% in size
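Protein-peptide AlphaScreen: BAZ2B 50 nM, b-H3K14Ac 50 nM, 1x PBS pH 7.4 + 0.01% Tween-20. Preincubation 30 min RT; cpd 30 min RT (top 110 uM); beads 20 min RT, light-protected.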
Apoferritin bind: binds horse apoferritin like a general anesthetic | Potency, µM (series often up to 77.5 µM), for the others: at the top dose activity change, negative = displacement, actives largely listed as inhibitors | AID 485281 | actives 0.074% (n = 350,000) | apoferritin/1-aminoanthracene competitive binding, fluorescence; further: on the % scale 0 is the no-effect control and ±100 the full control effect; nearly all actives have a fitted effect of over 20% in size
Target sequence (P02791 2-175 limits assumed): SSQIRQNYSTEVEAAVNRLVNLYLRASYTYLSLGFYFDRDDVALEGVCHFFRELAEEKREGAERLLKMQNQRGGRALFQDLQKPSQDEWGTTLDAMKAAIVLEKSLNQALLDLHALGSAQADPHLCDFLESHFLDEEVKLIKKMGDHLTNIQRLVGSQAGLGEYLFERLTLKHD
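Horse-spleen apoferritin (10 uM) was mixed with 50% saturated 1-aminoanthracene in PBS, exposed to compounds for 10 min at room temperature, and read for fluorescence (ex 380 nm, em 535 nm). Competitive displacement was fitted with a four-parameter Hill equation.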
APE1 inh: blocks human APE1 abasic DNA cleavage. P27695. AID 2517. recombinant APE1, TAMRA/BHQ-2 abasic DNA cleavage fluorescence. Potency, µM (series often up to 65.8 µM), for inactives: at the top dose activity change, negative = inhibition, actives largely listed as inhibitors. actives 0.35% (n = 350,000);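 further: plate controls were vehicle for no effect and reference inhibitor for full effect; nearly all actives have a fitted effect of over 55% in size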
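0.75 nM APE1 + cpd, 15 min RT; start w/ 50 nM TAMRA/BHQ-2 THF-abasic dsDNA; kinetic fluor 525/598 nm ×3 reads @60 s; Δ(read3−read1); normalized to DMSO and NSC13755 control wells.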
Pol kappa inh: inhibitors of human DNA polymerase kappa; Potency, µM (highest dose often 107 µM), for the others: top-dose activity, negative = inhibition, usual class: inhibitors; actives 0.53% (n = 400,000); Q9UBT6; purified Pol kappa, fluorescent DNA synthesis assay, 10 min; further: on the % scale 0 is the no-effect control and ±100 the full control effect
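Enzyme at 10 nM met test compounds for 15 min at room temperature. Substrate addition (50 nM final) began the reaction, which was monitored by fluorescence at 0 and 10 min.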
Pol iota inh: inhibitors of human DNA polymerase iota; Q9UNA4; Pol iota fluorescent replication assay, 10 min; Potency, µM (highest dose often 115 µM), for the others: at the highest dose activity, negative = inhibition, usual class: inhibitors; actives 1% (n = 390,000); AID 588590
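Fluorescent replication assay read twice, at 0 min and 10 min after adding 50 nM (final) substrate. Enzyme (10 nM) and compounds were first incubated 15 min at room temperature; enzyme-free buffer wells were negative controls.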
G9a inh: inhibitors of human histone lysine methyltransferase G9a | Q96KQ7 | G9a H3K9 monomethylation, AlphaScreen, 2 h | Potency, µM (top dose mostly 102 µM), for the others: top-dose activity, negative = inhibition, usual class: inhibitors | actives 8.8% (n = 350,000) | AID 504332; further: on the % scale 0 is the no-effect control and ±100 the full control effect; nearly all actives have a fitted effect of over 75% in size
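Step 1: enzyme (final 20 nM) with compound, 15 min RT. Step 2: substrate peptide 500 nM and SAM 20 uM, 2 h RT. Step 3: anti-H3K9me1 antibody and AlphaScreen beads, 10 min, then plate read.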
POLB inh: blocks human DNA polymerase beta activity. P06746. Pol beta primer extension/strand displacement, fluorescence kinetic. Potency, µM (series often up to 114 µM), for inactives: at the highest dose activity change, negative = inhibition, usual class: inhibitors. actives 1.3% (n = 340,000); further: on the % scale 0 is the no-effect control and ±100 the full control effect
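Pol beta (10 nM) and compounds were preincubated 15 min at room temperature, then 50 nM substrate (final) started primer extension/strand displacement. Reads were taken at 0 and 10 min; concentration-response data were fitted to a four-parameter Hill equation.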
POLH inh: blocks human DNA polymerase eta activity; recombinant Pol eta, fluorescent DNA replication assay; AID 588591; Potency, µM (doses to about 114 µM), inactives show at the top dose activity change, negative = inhibition, most hits filed as inhibitors; actives 1.2% (n = 390,000); further: on the % scale 0 is the no-effect control and ±100 the full control effect
Target sequence (Q9Y253 whole entry, looked up): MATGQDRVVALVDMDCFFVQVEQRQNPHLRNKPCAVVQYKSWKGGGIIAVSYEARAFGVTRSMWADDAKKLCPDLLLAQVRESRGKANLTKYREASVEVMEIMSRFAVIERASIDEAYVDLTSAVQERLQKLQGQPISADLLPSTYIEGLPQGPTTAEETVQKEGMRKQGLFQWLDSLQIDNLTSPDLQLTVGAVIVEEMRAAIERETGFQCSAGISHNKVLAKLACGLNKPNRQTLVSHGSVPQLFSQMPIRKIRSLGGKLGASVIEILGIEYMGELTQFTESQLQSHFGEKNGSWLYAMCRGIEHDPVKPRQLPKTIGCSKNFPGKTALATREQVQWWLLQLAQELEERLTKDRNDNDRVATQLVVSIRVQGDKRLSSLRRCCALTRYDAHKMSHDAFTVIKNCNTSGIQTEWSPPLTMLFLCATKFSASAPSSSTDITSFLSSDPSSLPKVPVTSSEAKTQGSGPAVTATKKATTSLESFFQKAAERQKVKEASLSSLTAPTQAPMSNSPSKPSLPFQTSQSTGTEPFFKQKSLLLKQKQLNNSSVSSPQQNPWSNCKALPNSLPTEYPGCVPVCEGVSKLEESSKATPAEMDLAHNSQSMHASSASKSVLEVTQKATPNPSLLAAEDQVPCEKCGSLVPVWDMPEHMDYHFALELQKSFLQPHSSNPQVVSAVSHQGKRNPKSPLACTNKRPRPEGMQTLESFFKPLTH
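Pol eta at 10 nM preincubated with compounds 15 min at room temperature; reaction started with fluorescent substrate (50 nM final) and read kinetically at 0 and 10 min.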
An asterisk follows results filed as active; & = joins results of further samples; [ ] = remark or other dose. The call rests on the fitted dose curve; in most records, active means well fitted curve in the direction sought with a large enough effect; inconclusive means small, poorly fitted or top-dose-only effect, or another doubt; inactive means no such curve, though single readings can be large; an effect the other way counts as inactive or inconclusive. Potency means the concentration at half of the fitted maximal effect. A portion of the library (hit frequency here may not be typical).

Results for CC(Nc1oc(-c2ccco2)nc1C#N)c1ccccc1 (stereo unspecified) ?
BLM inh: -1%; BAZ2B inh: inconclusive; Apoferritin bind: -10%; APE1 inh: 3%; Pol kappa inh: -2%; Pol iota inh: 15%; G9a inh: inconclusive; POLB inh: 32%; POLH inh: -14%

How did CCc1ccc2c(c1)c(=O)c(S(=O)(=O)c1ccc(Cl)cc1)cn2CC do in these assays?
BLM inh: -6%; BAZ2B inh: 56µM*; Apoferritin bind: -17%; Pol kappa inh: -11%; Pol iota inh: 3%; G9a inh: 2%[59 µM]; POLB inh: 31%; POLH inh: -16%

Results for COc1ccccc1N1CCN(c2ncnc3nc[nH]c23)CC1 ?
BLM inh: 1%; BAZ2B inh: 11%; Apoferritin bind: -5%; APE1 inh: 0%; Pol kappa inh: -17%; Pol iota inh: 4%; G9a inh: 1%; POLB inh: 4%; POLH inh: -20%

How did O=C(COC(=O)c1cccnc1Cl)NCc1cccs1 do in these assays?
BLM inh: 10%; BAZ2B inh: 6%; Apoferritin bind: -1%; APE1 inh: 9%; Pol kappa inh: 3%; Pol iota inh: -12%; G9a inh: 12%; POLB inh: 19%; POLH inh: -10%

What do the screens show for `CNc1nnc(-c2ccc(OC)cc2)s1`?
BLM inh: 2%; BAZ2B inh: -15%; Apoferritin bind: -11%; APE1 inh: -7%; Pol kappa inh: -5%; Pol iota inh: -6%; G9a inh: -36%; POLB inh: -26%; POLH inh: -1%

What do the screens show for `COc1ccc(C(=O)COC(=O)CCNS(=O)(=O)c2ccccc2)c(OC)c1`?
BAZ2B inh: inconclusive; APE1 inh: -32%; Pol kappa inh: -22%; Pol iota inh: 50µM*; G9a inh: -36%; POLH inh: inconclusive

Results for COc1cc(-c2nc(C(=O)NC3CCN(Cc4ccccc4)CC3)cc3c2[nH]c2ccccc23)cc(OC)c1OC ?
BLM inh: -3%; BAZ2B inh: -33%; Apoferritin bind: 394%[activator]; APE1 inh: 14%; Pol kappa inh: 7%; Pol iota inh: -16%; G9a inh: -12%; POLB inh: 13%; POLH inh: -15%

What do the screens show for `CCOC(=O)c1c(NC(=O)Cn2nc(C(=O)O)c3ccccc3c2=O)sc(CC)c1C`?
BLM inh: -8%; BAZ2B inh: -5%; Apoferritin bind: -10%; APE1 inh: -4%; Pol kappa inh: -5%; Pol iota inh: 52%[activator]; G9a inh: 0%; POLB inh: inconclusive; POLH inh: -18%

Results for CC(=O)Nc1ccc(C2(O)COc3ccccc3O2)cc1 (stereo unspecified) ?
BLM inh: -2%; Apoferritin bind: inconclusive; APE1 inh: -3%; Pol kappa inh: -4%; Pol iota inh: -10%; G9a inh: 25%[59 µM]; POLB inh: 10%; POLH inh: -5%

How did Cc1ccc(N2C(=O)c3ccc(N)cc3C2=O)cc1 do in these assays?
BLM inh: -2%; BAZ2B inh: 13%; Apoferritin bind: 52%[activator]; APE1 inh: 1%; Pol kappa inh: -20%; Pol iota inh: -4%; G9a inh: -9%; POLB inh: -9%; POLH inh: -10%

What do the screens show for `O=C(Oc1cccc(N2C(=O)CCC2=O)c1)C1CC(=O)N(c2ccc(F)cc2)C1` (stereo unspecified)?
BLM inh: 0%; BAZ2B inh: 12%; Apoferritin bind: -12%; APE1 inh: -3%; Pol kappa inh: -9%; Pol iota inh: 1%; G9a inh: inconclusive; POLB inh: 12%; POLH inh: 12%

How did Cc1ccc(SCCNC(=O)c2ccccc2)cc1 do in these assays?
BLM inh: -3%; BAZ2B inh: 3%; Apoferritin bind: -18%; APE1 inh: -4%; Pol kappa inh: 2%; Pol iota inh: 14%; G9a inh: 50%; POLB inh: 22%; POLH inh: -4%

What do the screens show for `COC(=O)c1ccc(NC(=S)N2CCC(C(N)=O)CC2)cc1`?
BLM inh: 1%; BAZ2B inh: 4%; Apoferritin bind: -7%; APE1 inh: 2%; Pol kappa inh: -1%; Pol iota inh: 15%; G9a inh: inconclusive; POLB inh: 5%; POLH inh: -18%

What do the screens show for `COc1ccccc1NC(=O)Nc1ccc2c(c1)nnn2C`?
BLM inh: -4%; BAZ2B inh: 1%; Apoferritin bind: -12%; APE1 inh: -9%; Pol kappa inh: -11%; Pol iota inh: 3%; G9a inh: -46%[59 µM]; POLB inh: -14%; POLH inh: -10%

What do the screens show for `COc1cccc(Cn2nnc(C(=O)Nc3cc(C)ccc3OC)c2N)c1`?
BLM inh: 1%; BAZ2B inh: -2%; Apoferritin bind: -9%; APE1 inh: -2%; Pol kappa inh: -23%; Pol iota inh: -27%; G9a inh: -49%; POLB inh: 0%; POLH inh: -8%

Results for COc1cc(OC)c(N(C)C(=O)CSc2c3c(nc4ccc(Cl)cc24)CCCC3)cc1Cl ?
BLM inh: -2%; Apoferritin bind: inconclusive; Pol kappa inh: -14%; Pol iota inh: 6%; G9a inh: inconclusive; POLB inh: 6%; POLH inh: -12%

Results for CCCCn1nc(NC(=O)CC(C)C)c2cc3cc(OC)ccc3nc21 ?
BLM inh: -5%; BAZ2B inh: -5%; Apoferritin bind: 51%[activator]; APE1 inh: -8%; Pol kappa inh: -7%; Pol iota inh: inconclusive; G9a inh: 24%; POLB inh: 72%; POLH inh: -8%

How did COc1cccc(N2C(=O)CC(N3CCN(C(=O)c4ccco4)CC3)C2=O)c1 (stereo unspecified) do in these assays?
BLM inh: 1%; BAZ2B inh: 5%; Apoferritin bind: 6%; APE1 inh: 2%; Pol kappa inh: -1%; Pol iota inh: inconclusive; G9a inh: inconclusive; POLB inh: 18%; POLH inh: -10%

Results for CCc1ccc(-n2nc(C)c3c(C(=O)Nc4cccc(C(F)(F)F)c4)cc(C)nc32)cc1 ?
BLM inh: -11%; BAZ2B inh: 32%[57.1 µM]; Apoferritin bind: 76%[activator]; Pol kappa inh: -11%; Pol iota inh: 12%; G9a inh: 32%[59 µM]; POLB inh: -16%; POLH inh: -14%

What do the screens show for `Cc1ccccc1CSCCNC(=O)COc1ccc(Cl)cc1`?
BLM inh: -5%; BAZ2B inh: 13%; Apoferritin bind: -4%; APE1 inh: 15%; Pol kappa inh: -13%; Pol iota inh: 201%[activator]; G9a inh: 9%[59 µM]; POLB inh: 17%; POLH inh: -27%

Entries shown so far that have an NH in an aromatic ring, in the order listed:
Results for COc1ccccc1N1CCN(c2ncnc3nc[nH]c23)CC1 ?
BLM inh: 1%; BAZ2B inh: 11%; Apoferritin bind: -5%; APE1 inh: 0%; Pol kappa inh: -17%; Pol iota inh: 4%; G9a inh: 1%; POLB inh: 4%; POLH inh: -20%

Results for COc1cc(-c2nc(C(=O)NC3CCN(Cc4ccccc4)CC3)cc3c2[nH]c2ccccc23)cc(OC)c1OC ?
BLM inh: -3%; BAZ2B inh: -33%; Apoferritin bind: 394%[activator]; APE1 inh: 14%; Pol kappa inh: 7%; Pol iota inh: -16%; G9a inh: -12%; POLB inh: 13%; POLH inh: -15%

Returning to the listing, repeating the two entries before the break.
Results for CCc1ccc(-n2nc(C)c3c(C(=O)Nc4cccc(C(F)(F)F)c4)cc(C)nc32)cc1 ?
BLM inh: -11%; BAZ2B inh: 32%[57.1 µM]; Apoferritin bind: 76%[activator]; Pol kappa inh: -11%; Pol iota inh: 12%; G9a inh: 32%[59 µM]; POLB inh: -16%; POLH inh: -14%

What do the screens show for `Cc1ccccc1CSCCNC(=O)COc1ccc(Cl)cc1`?
BLM inh: -5%; BAZ2B inh: 13%; Apoferritin bind: -4%; APE1 inh: 15%; Pol kappa inh: -13%; Pol iota inh: 201%[activator]; G9a inh: 9%[59 µM]; POLB inh: 17%; POLH inh: -27%

Results for CCc1nnc2c3ccccc3nc(Nc3ccc(F)cc3C)n12 ?
BLM inh: -1%; BAZ2B inh: 10%; Apoferritin bind: -10%; Pol kappa inh: 2%; Pol iota inh: 40%[activator]; G9a inh: 3%[59 µM]; POLB inh: 82%; POLH inh: 1%

How did CSc1ncc(C(=O)Nc2ccccc2F)c(-c2ccccc2)n1 do in these assays?
BLM inh: -5%; BAZ2B inh: 0%; Apoferritin bind: -11%; APE1 inh: 38%; Pol kappa inh: -5%[60.1 µM]; Pol iota inh: 9%; G9a inh: 15%; POLB inh: 6%; POLH inh: -9%

What do the screens show for `Oc1ccc(Cl)cc1C1=Nc2ccccc2N=C(c2ccccc2)C1`?
BLM inh: -2%; BAZ2B inh: 34%; Apoferritin bind: 39%[activator]; Pol kappa inh: -4%; Pol iota inh: -24%; G9a inh: 67%[activator][59 µM]; POLB inh: 0%; POLH inh: -11%

Results for CCCSc1ncc(Cl)c(C(=O)Nc2sc3c(c2C(=O)NCC)CCCC3)n1 ?
BLM inh: -3%; BAZ2B inh: -6%; Apoferritin bind: 6%; Pol kappa inh: -9%&3%; Pol iota inh: 33%&-10%[activator]; G9a inh: -27%[59 µM]; POLB inh: 21%

Results for NC(=O)c1ccc(NC(=O)CSC(=O)c2ccccc2)cc1 ?
APE1 inh: -4%; Pol kappa inh: -4%; Pol iota inh: -16%; POLH inh: -16%

What do the screens show for `Cc1ccc(Oc2ncccc2COC(=O)Nc2ccccc2C)cc1`?
BLM inh: -11%; BAZ2B inh: 18%; Apoferritin bind: -10%; APE1 inh: -7%; Pol kappa inh: -1%; Pol iota inh: 79%[activator]; G9a inh: 23%; POLB inh: 2%; POLH inh: -11%

Results for Cc1nn(CC(=O)NCc2cccc(F)c2)c(=O)c2cccn12 ?
BLM inh: 2%; BAZ2B inh: -13%; Apoferritin bind: -20%; APE1 inh: -8%; Pol kappa inh: 89µM*; Pol iota inh: inconclusive; POLB inh: 0%; POLH inh: -15%

What do the screens show for `COC(=O)c1c(NC(=O)c2ccco2)sc2c1CCN(C(C)C)C2`?
BLM inh: 43%[activator]; BAZ2B inh: -25%; Apoferritin bind: -18%; APE1 inh: 25%; Pol kappa inh: 5%; Pol iota inh: -20%; G9a inh: 32µM*; POLB inh: 17%; POLH inh: -6%
